UHRF1 binding – UHRF1 methyl-DNA binding inhibition; Q96T88; UHRF1 binding to methylated oligo, TR-FRET; inhibition, % at 4.4 µM; hit rate 0.75% among 370,000; in the data active = inhibition above about 21%;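 also: UHRF1 SRA domain binding a hemimethylated CpG hairpin DNA probe; 0% = median of test compound wells and 100% = reference inhibitor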
DDE Tn7 FP inh – DD(E)-Tn7 binding inhibition, primary FP screen; P02675; FP displacement of FITC-Tn7 peptide from fibrin DD(E); 0% = median of compound wells per plate; inhibition, % at 8.3 µM; hit rate 0.13% among 370,000; AID 720508;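 active = inhibition above the mean of compounds falling within the control limits plus 3 SD of them, cut at about 14% in these data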;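 also: 0% = plate median of compound wells and 100% = 10 µM Aha-Tn7 peptide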
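Also added: labelled Tn7 tracer, 0.1 µM; Assay system: human fibrin DD(E) protein; Amount: 2 µM fibrin DD(E); Schedule: 10 min compound pre-incubation, 3 h probe incubation at room temperature; Repeats: one replicate per compound; Read-out basis: percent inhibition; Measured by: fluorescence polarization of the labelled Tn7 tracer.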
PRMT1 inh – PRMT1 (human) inhibition, primary screen | hit rate 1.3% among 370,000 | AID 652257 | recombinant PRMT1, activity-based probe fluorescence polarization | inhibition, % at 2.79 µM;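 active = inhibition above about 21% made by adding two undisclosed values, limit read from the data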
LEDGF integ inh – blocks HIV-1 LEDGF/p75-dependent DNA integration. TR-FRET IN-LEDGF/p75 DNA integration, Eu/Cy5. inhibition, % at 3.7 µM. hit rate 0.64% among 370,000. AID 743269;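 active = inhibition above the screen-wide mean plus 3 SD, cut at about 13% in these data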;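 also: signal is the Cy5 over europium emission ratio at 671 and 618 nm; 0% = plate median of compound wells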
PG9 binder – PG9 antibody binding by small molecule. inhibition, % at 6.7 µM. hit rate 0.43% among 360,000. TR-FRET gp120-PG9 antibody binding. AID 624416; in the data active = inhibition above about 8.5%
HTRA1 inh – inhibitors of human serine peptidase HTRA1; AID 504803; inhibition, % at 5.96 µM; Q92743; recombinant HTRA1, FP-rhodamine activity-based probe, fluorescence polarization; hit rate 0.5% among 340,000; in the data active = inhibition above about 36%;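 also: 0% = enzyme with DMSO and 100% = wells lacking enzyme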
Target sequence (Q92743 whole entry, looked up): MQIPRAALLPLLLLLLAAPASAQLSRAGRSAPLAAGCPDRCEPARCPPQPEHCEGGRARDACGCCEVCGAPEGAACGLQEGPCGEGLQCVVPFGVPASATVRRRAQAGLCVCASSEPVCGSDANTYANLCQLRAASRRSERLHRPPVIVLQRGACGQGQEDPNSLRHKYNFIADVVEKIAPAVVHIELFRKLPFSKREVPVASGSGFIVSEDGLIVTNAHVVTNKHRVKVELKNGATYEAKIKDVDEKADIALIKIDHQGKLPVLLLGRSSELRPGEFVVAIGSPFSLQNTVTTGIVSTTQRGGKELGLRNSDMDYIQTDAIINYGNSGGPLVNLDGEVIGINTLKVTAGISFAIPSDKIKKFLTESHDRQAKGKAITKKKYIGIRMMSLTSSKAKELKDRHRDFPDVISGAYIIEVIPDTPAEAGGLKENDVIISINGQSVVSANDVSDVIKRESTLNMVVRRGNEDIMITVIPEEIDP
TCR-CD3 inh – inhibitors of human TCR-CD3 interaction; inhibition, % at 9.4 µM; hit rate 0.37% among 360,000; TAMRA-labeled TCR probe fluorescence, biochemical; in the data active = inhibition above about 19%;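 also: recombinant mutant TCR 2C K166C tagged with TAMRA read by polarization; 0% = receptor in buffer alone and 100% = receptor with positive control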
mABHD4 FP – ABHD4 (mouse) inhibition, primary FP screen | inhibition, % at 8.92 µM | hit rate 0.54% among 370,000 | purified mABHD4, FP-Rh probe fluorescence polarization | AID 720543 | Q8VD66;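 active = inhibition exceeding the mean over every tested compound plus 3 SD, cut at about 30% in these data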;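 also: 0% = plate median of compound wells and 100% = S159A mutant with DMSO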
Target sequence (Q8VD66 whole entry, looked up): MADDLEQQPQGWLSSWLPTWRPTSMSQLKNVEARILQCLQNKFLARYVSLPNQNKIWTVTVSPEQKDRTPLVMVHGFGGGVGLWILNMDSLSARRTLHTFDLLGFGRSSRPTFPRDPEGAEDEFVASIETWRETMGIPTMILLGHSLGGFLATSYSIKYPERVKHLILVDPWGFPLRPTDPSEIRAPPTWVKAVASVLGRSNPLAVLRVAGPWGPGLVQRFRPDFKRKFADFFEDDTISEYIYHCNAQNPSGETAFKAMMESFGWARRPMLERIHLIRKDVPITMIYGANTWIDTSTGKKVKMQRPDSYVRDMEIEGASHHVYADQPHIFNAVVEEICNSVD
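system = mouse ABHD4 enzyme, wild type | medium = HEPES pH 7.0, NaCl, Pluronic buffer | also added = FP-Rh probe | incubation = Enzyme–compound pre-incubation 45 min, then probe 60 min, both 25 °C | technique = fluorescence polarization, excitation 525 nm, emission 598 nm, BODIPY TMR filters | controls = S159A mutant high control, sample median low control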
TDP2 absorb – blocks human TDP2 phosphodiesterase activity. O95551. recombinant TDP2, T5PNP hydrolysis, p-nitrophenol absorbance 415 nm. inhibition, % at 12.8 µM. hit rate 0.34% among 370,000. AID 720702;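 active = inhibition above the mean of all tested compounds plus 3 SD, set per campaign, cut at about 25% in these data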;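 also: 0% = DMSO with enzyme and 100% = buffer with substrate but no TDP2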
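Material: recombinant human TDP2; quantity: TDP2 enzyme at 120 nM final; medium: Tris-HCl pH 7.5 with MgCl2; compound: single concentration, 12.8 µM nominal, with 1% DMSO; incubation: 2 h enzyme incubation at 37 °C; signal: epi absorbance; measure: percent inhibition; benchmarks: high control without enzyme, low control DMSO plus TDP2; repeats: singlicate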
SIAE inh – inhibitors of human sialic acid acetylesterase SIAE. Q9HAT2. SIAE FP-Rh probe binding, fluorescence polarization. inhibition, % at 9.66 µM. hit rate 0.69% among 370,000. AID 1053197;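 active = inhibition above a cutoff: mean of compounds within the control limits plus 3 SD of those, cut at about 17% in these data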;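 also: 0% = plate median of compound wells and 100% = probe without SIAE protein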
Active calls of the source: *; nt = not tested or not shown. Outcome played no part in choosing rows. Share with any hit: about 4.2%.

SMILES	UHRF1 binding	DDE Tn7 FP inh	PRMT1 inh	LEDGF integ inh	PG9 binder	HTRA1 inh	TCR-CD3 inh	mABHD4 FP	TDP2 absorb	SIAE inh
CCCn1c(Cc2ccccc2)nnc1SC(C)C(=O)NC1CC1 (configuration not stated)	-1	3	0	0	-1.3	5	3	3	-2	-4
CC(C)(C)NC(=O)C(c1ccccc1F)n1c(=O)c(-c2cc3ccccc3[nH]2)nc2ccccc21 (configuration not stated)	1	-1	-1	0	-0.4	nt	-3	-54	-2	-35
CCC(C)(C(=O)NC1CCCCC1)N(Cc1ccco1)C(=O)c1ccc2c(c1)OCO2 (configuration not stated)	2	-7	-1	-3	-0.9	-1	-1	3	-5	1
Cc1ccc(S(=O)(=O)N2CCCC(C(=O)N3CCCc4ccccc43)C2)cc1 (configuration not stated)	-2	4	-4	0	-1.5	-11	2	-2	3	1
O=C(COC(=O)c1ccc2ccccc2n1)Nc1ccccc1F	-4	10	1	-2	-0.9	1	0	0	-5	0
C=CC(=O)N=c1sc2ccccc2n1-c1ccccc1	-1	-2	2	0	1.0	-11	0	0	19	1
NS(=O)(=O)c1ccc(NN=C2CCCCC2)c([N+](=O)[O-])c1	-2	2	0	0	-1.8	4	2	5	-7	2
Cc1noc(C)c1COC(=O)COc1cccc2c1OC(C)(C)C2	2	5	2	-4	-0.4	3	-5	-2	-1	5
Cc1cccc(NC(=O)c2ccccc2-c2ccccc2)c1	-1	0	0	8	-1.8	-10	2	-8	-9	10
Cc1ccc(CSc2nnc3ccc(-c4ccncc4)nn23)cc1	0	14*	4	0	-0.7	-1	-10	-3	12	1
Cc1nc(C(F)(F)F)ccc1C(=O)N1CCC1(C)C(=O)NS(=O)(=O)c1ccc2c(c1)CCO2 (configuration not stated)	4	1	-6	4	-1.4	nt	-3	-8	-13	-7
CC(C)(C)NC(=O)C(c1ccc(C(F)(F)F)cc1)n1c(=O)c(-c2ccco2)nc2ccccc21 (configuration not stated)	-6	-1	21	2	-1.4	nt	6	-11	-4	-8
Cc1ccc(C(C)C)cc1OCC(=O)Nc1ccc(-n2cnnn2)cc1	-3	3	1	2	-0.7	-18	6	-22	-10	-1
COc1cc(C)c(NC(=O)C(=S)NCCc2ccccc2)cc1C	-3	-6	31*	3	0.3	-7	6	1	10	-7
O=C(COC(=O)c1cc[n+]([O-])cc1)Nc1ccccc1Cl	-1	-3	-2	0	-2.1	5	2	0	6	-4
C[C@@H]1COc2cc(Br)ccc2S(=O)(=O)N1Cc1cn(CCC2OCCCO2)nn1	0	0	0	4	nt	nt	nt	2	3	2
O=C1C(Cc2ccccc2)Nc2ncnc(N3CCOCC3)c2N1Cc1ccc(Br)cc1 (configuration not stated)	-2	-7	-3	3	-0.5	-6	0	-2	-7	-2
CCOC(=O)Nc1ccc(OC)cc1S(=O)(=O)N1CCCCC1	2	10	2	-3	1.3	-2	-1	2	-10	2
O=C1CCC(=O)N1c1ccc(S(=O)(=O)Nc2cccc(Br)c2)cc1	1	3	-2	3	-0.2	-4	5	2	9	1
CCC(=O)N1CCN=C1SCc1cccc(C(F)(F)F)c1	-1	-5	-1	2	-1.1	1	-5	1	13	5
COc1ccc(-c2c(NC(=O)C(C)C)n(C)c3ccccc3c2=O)cc1	-2	13	-1	2	-1.1	3	7	6	3	0
Cc1cccc(N=C2N=C(N)c3ccccc32)c1	-2	1	-2	-4	0.0	-2	-2	-6	7	-2
COc1ccc(OC)c(NC(=O)COC(=O)CN2C(=O)NC3(CCCC3)C2=O)c1	0	4	3	-8	-0.1	2	-8	1	8	1
COc1cc(NC(=O)CSc2nc(=O)n(CCN3CCOCC3)c3c2CCCC3)cc(OC)c1	-1	6	1	-4	2.8	-5	4	7	12	-1
CCOC(=O)N1CCC(NC(=O)c2ccc3c(c2)N(CC)CCS3)CC1	-1	-1	13	-5	-1.3	2	2	-1	-2	2
O=C(CN1CCOCC1)Nc1ccccc1F	-1	0	2	-4	1.1	12	3	0	-4	7
COc1ccc(COC(=O)c2nc3nc(C)cc(C)n3n2)cc1F	-2	-8	0	0	-1.9	-8	-1	0	-4	1
O=C(NC(=S)Nc1cccnc1)c1cccs1	-2	-3	0	1	-1.3	-2	-4	4	4	6
CCN(CC)c1ccc(C=NNC(=O)Cc2cc(=O)[nH][nH]2)c(O)c1	-6	-11	1	1	nt	nt	nt	33*	-5	12
O=C(Cn1nc(Cc2ccncc2)c2ccccc2c1=O)Nc1cccnc1Cl	0	-1	4	-8	1.4	0	2	1	0	-12
CCCNC(=O)C1(C)CCN1C(=O)Cc1ccc(-c2ccccc2)cc1 (configuration not stated)	3	-6	-6	1	2.2	nt	-4	-4	-7	-1
CC(C)OCCCNC(=O)Cc1ccc(F)cc1	4	-4	-2	5	-1.0	10	-1	-2	-11	-8
CC(C)c1ccc(S(=O)(=O)N2CCN(C(=O)c3cccc(S(=O)(=O)N4CCOCC4)c3)CC2)cc1	0	-2	-9	1	-3.0	3	0	2	-6	11
CC(=O)c1c(O)cc(=O)n(-c2ccccc2)c1-c1ccc(C)cc1	-1	-12	-2	0	-3.2	-1	3	1	0	-2
CC(C)(C)S(=O)N1C[C@H]2CC(=O)C(CCO)=C2[C@@H]1CCO (some centres not stated)	5	-1	-3	1	0.4	nt	-13	-1	-13	-4
COc1cc(NC(=O)CSCc2ccccc2)c(C(=O)O)cc1OC	1	4	-1	-1	0.3	-5	2	-2	8	-3
O=C(CCc1ccccc1)N[C@H]1[C@H](OC(=O)c2cccnc2)CCC[C@@]12C(=O)N(Cc1ccccc1)c1ccccc12	-1	-8	-4	1	nt	nt	nt	-8	-7	-8
Nc1nc(Nc2ccc(Cl)cc2)nc(NCc2ccco2)c1[N+](=O)[O-]	-3	5	-4	-2	-0.4	-44	3	-14	-3	-2
O=C(CCCC(=O)OCC(Cl)=C(Cl)Cl)Nc1ccc(F)cc1	2	0	2	-1	0.8	-10	-9	-18	-8	-6
c1ccc(-c2ccc3[nH]ccc3c2)cc1	0	-9	-2	2	-1.4	-14	-2	-3	-10	-4
CCOc1cccc(CN2CCC(N3CCC(C(=O)NCC4CCCO4)CC3)CC2)c1 (configuration not stated)	6	-2	6	-4	0.8	1	-10	-8	-10	-5
OCc1cccc(-c2cnc3c(Nc4cccc(OC(F)(F)C(F)F)c4)nccn23)c1	17	9	1	2	-0.8	nt	7	-27	0	-28
N#C/C(=C\c1ccccc1)C(=O)NNS(=O)(=O)c1cccc([N+](=O)[O-])c1	3	-3	43*	10	-1.3	-3	3	7	-18	-5
CCCOc1ccc(-c2cc(C(F)(F)F)c(C#N)c(SCC(=O)O)n2)cc1	6	1	1	4	-0.6	4	6	-4	1	1
COc1cc(Cl)c(C)cc1NC(=O)COC(=O)C1=COCCO1	0	6	1	-4	1.2	-1	-7	6	-2	3
COc1ccc(NC(=O)c2cc(N3C(=O)C4C5CCC(C5)C4C3=O)ccc2Cl)c(OC)c1 (configuration not stated)	-1	3	-1	1	-3.0	14	3	9	-13	6
C#CCOCCOCCOCCNc1nc(N2CCN(C(=O)CCCCCCCCCCNC(=O)Cn3cc(C[C@@H](C)O)nn3)CC2)nc(N2CCN(C(=O)CCCCCCCCCCNC(=O)[C@@H](CCC(=O)O)n3cc(CCCCCN)nn3)CC2)n1	0	3	1	1	0.4	-15	-8	-4	-3	-5
Cc1cccc(C)c1NC(=S)Nc1ccccc1C(=O)NCc1ccco1	10	3	-1	-2	-0.3	1	-3	8	7	1
Cc1ccc(-n2nnnc2SCC(=O)NCC2(N3CCOCC3)CCCCC2)cc1	5	2	2	2	3.1	1	-6	-7	-6	3
CCCCNC(=O)CCn1c(=O)c2ccccc2n(Cc2ccc(Cl)cc2)c1=O	-2	1	-1	0	-1.5	-5	1	-5	-13	3
CCOC(=O)CN(C)C(=O)C1CCCN1C(=O)OC(C)(C)C (configuration not stated)	0	3	4	-5	2.1	6	-3	-1	-4	0
O=C1c2cnc3nc(SCc4ccc(Cl)cc4)nn3c2CC2c3ccccc3CCN12 (configuration not stated)	4	6	-1	0	-2.0	7	6	-5	-8	4
Cc1ccc(C(=O)N2NC(c3ccc(F)cc3)C3C(=O)N(c4ccc(C)c(C)c4)C(=O)C32)cc1 (configuration not stated)	-1	6	4	-3	-1.9	-13	-8	10	6	-1

A draw from above in order of formula weight, lowest first.
SMILES	UHRF1 binding	DDE Tn7 FP inh	PRMT1 inh	LEDGF integ inh	PG9 binder	HTRA1 inh	TCR-CD3 inh	mABHD4 FP	TDP2 absorb	SIAE inh
CCOC(=O)CN(C)C(=O)C1CCCN1C(=O)OC(C)(C)C (configuration not stated)	0	3	4	-5	2.1	6	-3	-1	-4	0
COc1cc(Cl)c(C)cc1NC(=O)COC(=O)C1=COCCO1	0	6	1	-4	1.2	-1	-7	6	-2	3
O=C(CCCC(=O)OCC(Cl)=C(Cl)Cl)Nc1ccc(F)cc1	2	0	2	-1	0.8	-10	-9	-18	-8	-6
Cc1cccc(C)c1NC(=S)Nc1ccccc1C(=O)NCc1ccco1	10	3	-1	-2	-0.3	1	-3	8	7	1
CCCCNC(=O)CCn1c(=O)c2ccccc2n(Cc2ccc(Cl)cc2)c1=O	-2	1	-1	0	-1.5	-5	1	-5	-13	3
CCOc1cccc(CN2CCC(N3CCC(C(=O)NCC4CCCO4)CC3)CC2)c1 (configuration not stated)	6	-2	6	-4	0.8	1	-10	-8	-10	-5
Cc1ccc(-n2nnnc2SCC(=O)NCC2(N3CCOCC3)CCCCC2)cc1	5	2	2	2	3.1	1	-6	-7	-6	3
OCc1cccc(-c2cnc3c(Nc4cccc(OC(F)(F)C(F)F)c4)nccn23)c1	17	9	1	2	-0.8	nt	7	-27	0	-28
O=C1c2cnc3nc(SCc4ccc(Cl)cc4)nn3c2CC2c3ccccc3CCN12 (configuration not stated)	4	6	-1	0	-2.0	7	6	-5	-8	4
COc1ccc(NC(=O)c2cc(N3C(=O)C4C5CCC(C5)C4C3=O)ccc2Cl)c(OC)c1 (configuration not stated)	-1	3	-1	1	-3.0	14	3	9	-13	6
Cc1ccc(C(=O)N2NC(c3ccc(F)cc3)C3C(=O)N(c4ccc(C)c(C)c4)C(=O)C32)cc1 (configuration not stated)	-1	6	4	-3	-1.9	-13	-8	10	6	-1
C#CCOCCOCCOCCNc1nc(N2CCN(C(=O)CCCCCCCCCCNC(=O)Cn3cc(C[C@@H](C)O)nn3)CC2)nc(N2CCN(C(=O)CCCCCCCCCCNC(=O)[C@@H](CCC(=O)O)n3cc(CCCCCN)nn3)CC2)n1	0	3	1	1	0.4	-15	-8	-4	-3	-5

Screens as filed in PubChem.
